JMJD2A Tudor – JMJD2A Tudor domain (human) inhibition | AlphaScreen JMJD2A-Tudor / H3K4me3 peptide binding | Potency, µM (titrated, usually from 114 µM), inactives show at the top dose activity change, negative = inhibition, most hits filed as inhibitors | O75164 | actives 4.4% (n = 390,000) | AID 504339; further: potency means the concentration at half of the fitted maximal effect; on the % scale 0 is the no-effect control and ±100 the full control effect; nearly all actives have a fitted effect of over 50% in size
RGS4 inh – human RGS4 inhibition. P49798. AID 504845. Transcreener GDP fluorescence polarization, RGS4-accelerated GTP hydrolysis. Potency, µM (titrated, usually from 114 µM), for inactives: at the top dose activity change, negative = inhibition, hits mostly inhibitors. actives 0.039% (n = 390,000); further: potency means the concentration at half of the fitted maximal effect; on the % scale 0 is the no-effect control and ±100 the full control effect; nearly all actives have a fitted effect of over 75% in size; some results filed as inactive show a strong effect at the top dose
Target sequence (P49798 whole entry, looked up): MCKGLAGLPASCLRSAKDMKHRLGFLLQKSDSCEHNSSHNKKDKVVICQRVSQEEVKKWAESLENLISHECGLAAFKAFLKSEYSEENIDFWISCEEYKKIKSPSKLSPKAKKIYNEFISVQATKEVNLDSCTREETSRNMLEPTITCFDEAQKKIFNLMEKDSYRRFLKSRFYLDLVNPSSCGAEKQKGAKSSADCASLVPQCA
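MLSMR compounds (23 nl, pin-transferred) preincubated 10 min at room temperature with a 500nM (2x) first reagent, then RGS4 at 900nM (2x) plus Transcreener GDP mix added; fluorescence polarization (620/688 nm) read before and after 90 min at 30 °C.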
BAZ2B block – inhibitors of human BAZ2B bromodomain; Q9UIF8; Potency, µM (titrated, usually from 114 µM), for the others: at the highest dose activity change, negative = inhibition, hits mostly inhibitors; AlphaScreen BAZ2B-H3K14Ac peptide displacement; actives 4.4% (n = 360,000); further: potency means the concentration at half of the fitted maximal effect; on the % scale 0 is the no-effect control and ±100 the full control effect; nearly all actives have a fitted effect of over 60% in size
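AlphaScreen luminescence quantifies BAZ2B engagement of H3K14Ac peptide; the protein and biotinylated peptide are both at 50 nM final, buffer PBS pH 7.4 with 0.01% Tween-20, all steps at room temperature.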
G9a inh – G9a (human) methyltransferase inhibition. G9a H3K9 monomethylation, AlphaScreen, 2 h. Potency, µM (series often up to 102 µM), for inactives: at the highest dose activity, negative = inhibition, actives largely listed as inhibitors. actives 8.8% (n = 350,000); further: potency means the concentration at half of the fitted maximal effect; on the % scale 0 is the no-effect control and ±100 the full control effect; nearly all actives have a fitted effect of over 75% in size
Target sequence (Q96KQ7 913-1193 limits assumed): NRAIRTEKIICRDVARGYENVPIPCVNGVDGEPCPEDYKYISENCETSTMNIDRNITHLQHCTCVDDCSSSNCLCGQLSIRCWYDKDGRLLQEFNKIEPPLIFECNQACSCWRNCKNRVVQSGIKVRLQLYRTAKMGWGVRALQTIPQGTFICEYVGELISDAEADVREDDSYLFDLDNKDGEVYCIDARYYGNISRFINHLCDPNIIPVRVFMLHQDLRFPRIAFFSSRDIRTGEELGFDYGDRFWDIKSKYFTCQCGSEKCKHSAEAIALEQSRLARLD
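Methyltransferase reactions run at room temperature for 2 h (20 nM enzyme, 500 nM biotin-H3K9 peptide, 20 uM SAM) after a 15 min compound preincubation; product detected by AlphaScreen beads and anti-H3K9me1 antibody.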
PI4K2A block – PI4K2A (human) kinase inhibition | AID 1346378 | purified PI4K2A, ADP-Glo luminescence, 1 h; active compounds read low | Q9BTU6 | activity change, negative = inhibition, % at 76.9 µM | actives 0.13% (n = 420,000); in the data active means activity change below about -50%; inconclusive means mostly about -30% to -49%;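 further: -100% = wells without enzyme as full effect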
Target sequence (Q9BTU6 whole entry, looked up): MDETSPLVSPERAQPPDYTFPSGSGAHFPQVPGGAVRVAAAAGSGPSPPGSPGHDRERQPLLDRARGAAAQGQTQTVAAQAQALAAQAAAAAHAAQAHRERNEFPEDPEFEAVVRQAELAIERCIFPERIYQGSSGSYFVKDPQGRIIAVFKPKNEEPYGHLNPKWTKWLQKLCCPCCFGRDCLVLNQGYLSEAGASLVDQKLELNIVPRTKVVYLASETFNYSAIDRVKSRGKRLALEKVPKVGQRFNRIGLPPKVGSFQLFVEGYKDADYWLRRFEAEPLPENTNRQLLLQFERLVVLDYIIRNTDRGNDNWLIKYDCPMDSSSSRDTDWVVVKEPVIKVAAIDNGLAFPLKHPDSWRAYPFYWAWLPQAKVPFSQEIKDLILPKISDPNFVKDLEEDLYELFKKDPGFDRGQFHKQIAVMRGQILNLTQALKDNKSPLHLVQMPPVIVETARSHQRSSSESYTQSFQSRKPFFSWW
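Compounds are screened against recombinant PI4K2A using PI as substrate and ATP, the latter dispensed at 300 microM. Reactions run one hour at ambient temperature before ADP-Glo detection; full inhibition defined by wells lacking enzyme.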
HP1b chromo inh – HP1-beta chromodomain-methylated histone interaction inhibition | P83916 | AlphaScreen HP1-beta / biotin-H3K9me3 peptide binding | Potency, µM (doses to about 114 µM), for the others: at the highest dose activity change, negative = inhibition, actives largely listed as inhibitors | actives 0.56% (n = 390,000); further: potency means the concentration at half of the fitted maximal effect; nearly all actives have a fitted effect of over 70% in size; inactives centre near 23
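AlphaScreen: HP1-beta (50 nM) preformed 30 min with biotin-H3(1-18)K9me3 peptide (50 nM) in PBS pH 7.4, 0.01% Tween-20. Compound added for 30 min at RT, then streptavidin donor/nickel chelate acceptor beads (10 ug/mL) for 30 min.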
GLS inh – inhibitors of human glutaminase (GLS) | AID 624170 | Potency, µM (series often up to 45.5 µM), for the others: top-dose activity change, negative = inhibition, hits mostly inhibitors | actives 0.21% (n = 410,000) | O94925 | GLS enzymatic activity, qHTS titration; further: potency means the concentration at half of the fitted maximal effect; on the % scale 0 is the no-effect control and ±100 the full control effect
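Compounds were pin-transferred onto hKGA, after which L-glutamine (1 mM solution) and a detection mix of glutamate oxidase, HRP and Amplex Red were added. Initial and 30 min RT fluorescence reads were collected.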
12-LOX inh – inhibitors of human 12S-lipoxygenase ALOX12. P18054. purified 12hLO, xylenol orange hydroperoxide absorbance. Potency, µM (top dose mostly 108 µM), for inactives: top-dose activity change, negative = inhibition, usual class: inhibitors. actives 1.1% (n = 580,000). AID 1671190; further: potency means the concentration at half of the fitted maximal effect; on the % scale 0 is the no-effect control and ±100 the full control effect
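Purified human 12hLO at 150 nM in 25 mM Hepes, 0.01% Triton X-100, pH 7.0, preincubated 15 min at room temperature with compound. Reaction started with 40 uM arachidonic acid, 30 min at room temperature. Hydroperoxide measured by Fe-xylenol orange, 573/405 nm absorbance ratio.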
ERG-DNA inh – inhibitors of human ERG Ets domain-DNA interaction; P11308; fluorescence polarization, His-ERG Ets domain / labelled DNA; Potency, µM (titrated, usually from 76.9 µM), for the others: top-dose FP activity, negative = inhibition, usual class: inhibitors; actives 0.028% (n = 370,000); AID 624246; active means well fitted inhibition curve with a large enough effect in the polarisation, with a control signal flat; inconclusive means small, poorly fitted or top-dose-only effect, or effect the other way, or a change in a side signal; inactive means no such curve, though single readings can be large or run the other way; the % refers to the polarisation;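 further: polarization taken with two DNA probes labelled with fluorescein and Texas red; potency means the concentration at half of the fitted maximal effect; % of control where 0% means no effect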
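His-tagged ERG Ets domain (1 uM in the protein solution; 300mM KCl, 50mM Tris-HCl, 1mM EDTA, 1mM DTT, pH 7.5) received compound, then a probe mix of 5 nM fluorescein-DNA and 100nM Texas-615-DNA. Fluorescence polarization was read for both dyes.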
The depositor's hits bear a star; [ ] = dose if it differs, or a comment. Unless noted, the call rests on the fitted dose curve; in most records, active means well fitted curve in the direction sought with a large enough effect; inconclusive means small, poorly fitted or top-dose-only effect, or another doubt; inactive means no such curve, though single readings can be large; an effect the other way counts as inactive or inconclusive. Some of the compounds tested (hit frequency here may not be typical).

CCCOCc1ccc(O)c2ncccc12 was read as JMJD2A Tudor 56µM*, RGS4 inh 20%, BAZ2B block 13µM*, G9a inh 20%[59 µM], PI4K2A block -19, HP1b chromo inh 35%, GLS inh 8%, 12-LOX inh 36%[activator] and ERG-DNA inh 5%.
For CCC1CCc2sc(C(=O)N(C)CC(=O)Nc3ccc(OC)cc3)cc2C1 (stereo unspecified) the results were JMJD2A Tudor -17%, RGS4 inh -27%, BAZ2B block 2%, G9a inh -9%, PI4K2A block 1, HP1b chromo inh 31%, GLS inh 0%, 12-LOX inh -25% and ERG-DNA inh 3%.
`CN1CCN(NC(=O)c2cccs2)CC1` gave JMJD2A Tudor -8%, RGS4 inh 32%, BAZ2B block -14%, G9a inh -33%, PI4K2A block 0, HP1b chromo inh 30%, GLS inh 2%, 12-LOX inh 2% and ERG-DNA inh 9%.
`O=C(O)CC/C(=C\c1cc([N+](=O)[O-])ccc1Cl)c1nc2ccccc2s1` gave JMJD2A Tudor -17%, RGS4 inh -17%, BAZ2B block -7%, G9a inh -14%[59 µM], PI4K2A block 3, HP1b chromo inh 19%, GLS inh -10% and 12-LOX inh 0%.
Fc1ccccc1/C=N/Nc1nn[nH]n1 was read as JMJD2A Tudor 79µM*, RGS4 inh 8%, BAZ2B block inconclusive, G9a inh 20µM*, PI4K2A block 0, HP1b chromo inh 29%, GLS inh 2%, 12-LOX inh inconclusive and ERG-DNA inh -19%.
Screening Cc1[nH]n(C(N)=S)c(=O)c1N=Nc1ccc([N+](=O)[O-])cc1Cl returned JMJD2A Tudor inconclusive, RGS4 inh -34%, BAZ2B block 28µM*, G9a inh 25µM*, PI4K2A block -11, HP1b chromo inh inconclusive, GLS inh 6%, 12-LOX inh 10µM* and ERG-DNA inh -4%.
`COc1nc(=O)n(C2OC(CO)C(O)C2O)cc1C` (stereo unspecified) gave JMJD2A Tudor -15%, RGS4 inh -5%, PI4K2A block 9, HP1b chromo inh 17%, GLS inh 7%, 12-LOX inh -13% and ERG-DNA inh -1%.
`COc1cc2cnc(C3=CCCCC3)cc2cc1OC` gave JMJD2A Tudor -15%, RGS4 inh -4%, PI4K2A block -3, HP1b chromo inh 12%, GLS inh 2%, 12-LOX inh inconclusive and ERG-DNA inh 0%.
For NC(=O)c1cc(Cl)ccc1OCC(=O)Nc1ccc2c(c1)OCO2 the results were JMJD2A Tudor -7%, RGS4 inh -1%, BAZ2B block -10%, G9a inh 12%[59 µM], PI4K2A block 2, HP1b chromo inh 46%[activator], GLS inh -6%, 12-LOX inh 5% and ERG-DNA inh -2%.
CN(C)CCCNc1ncnc2c1c(-c1ccccc1)cn2-c1ccccc1 was read as JMJD2A Tudor -24%, RGS4 inh -17%, BAZ2B block -33%, PI4K2A block -9, HP1b chromo inh 35%, GLS inh 0%, 12-LOX inh inconclusive and ERG-DNA inh -5%.
For N#Cc1ccc(S(=O)(=O)Nc2ccccc2N2CCOCC2)cc1 the results were JMJD2A Tudor -14%, RGS4 inh 18%, PI4K2A block 10, HP1b chromo inh 40%[activator], GLS inh 24%, 12-LOX inh inconclusive and ERG-DNA inh 1%.
`Cc1ccccc1NS(=O)(=O)c1c(C(=O)N2CCCCCC2)c(C)n(C)c1C` gave JMJD2A Tudor -27%, RGS4 inh -18%[11.4 µM], BAZ2B block -20%[57.1 µM], G9a inh 16%, PI4K2A block 12, HP1b chromo inh -3%, GLS inh -4%, 12-LOX inh -22% and ERG-DNA inh 3%.
For CC(C)CC(NS(=O)(=O)c1ccccc1)C(=O)O (stereo unspecified) the results were JMJD2A Tudor inconclusive, RGS4 inh 16%, BAZ2B block -2%, G9a inh 8%[59 µM], PI4K2A block 1, HP1b chromo inh 27%, GLS inh -4%, 12-LOX inh -11% and ERG-DNA inh -6%.
`CCOC(=O)C1=C(C)OC(N)=C(C#N)C1c1cc(F)ccc1F` (stereo unspecified) gave JMJD2A Tudor -28%, RGS4 inh 11%, BAZ2B block 4%, G9a inh inconclusive, PI4K2A block 2, HP1b chromo inh 22%, GLS inh -8% and 12-LOX inh -17%.
CCOC(=O)N1C2=NC(C(=O)OC)=C(C(=O)OC)[C@@H]3N(C)c4ccccc4[C@]23C[C@H]1C(=O)OC was read as JMJD2A Tudor -1%, RGS4 inh 5%, BAZ2B block -15%, G9a inh -31%[59 µM], PI4K2A block -6, HP1b chromo inh -5%, GLS inh -18%, 12-LOX inh inconclusive and ERG-DNA inh 18%.
`O=C(O)c1cc(N/N=C/C=C/c2ccccc2)ccc1Cl` gave JMJD2A Tudor inconclusive, RGS4 inh 6%, BAZ2B block -35%, G9a inh inconclusive, PI4K2A block -12, HP1b chromo inh -25%, GLS inh -3%, 12-LOX inh inconclusive and ERG-DNA inh 14%.
Screening COc1ccccc1/C=C(\C#N)c1nc(-c2cc3ccccc3oc2=O)cs1 returned JMJD2A Tudor -10%, RGS4 inh 0%, BAZ2B block -1%, G9a inh 2%[59 µM], PI4K2A block 3, HP1b chromo inh 48%[activator], GLS inh -4%, 12-LOX inh -15% and ERG-DNA inh 0%.
For O=C(COc1ccc(F)cc1F)Nc1cccnc1 the results were JMJD2A Tudor -3%, RGS4 inh -4%, BAZ2B block -14%, PI4K2A block -2, HP1b chromo inh 48%[activator], GLS inh 8%, 12-LOX inh inconclusive and ERG-DNA inh 6%.
CN(C)CCNC(=O)c1cc2cc(Br)ccc2oc1=O was read as JMJD2A Tudor -17%, RGS4 inh -33%, BAZ2B block -24%, G9a inh 10%[12.7 µM], PI4K2A block 1, HP1b chromo inh 27%, GLS inh 4%, 12-LOX inh -18% and ERG-DNA inh -14%.
For C(=N\n1cnnc1)/c1nc2ccccc2[nH]1 the results were JMJD2A Tudor -21%, RGS4 inh 2%, BAZ2B block -32%, G9a inh 24%[0.501 µM], PI4K2A block -1, HP1b chromo inh 29%, GLS inh -3%, 12-LOX inh 6% and ERG-DNA inh 0%.
For O=C(O)c1cc(NC(=O)c2ccc3c(c2)C(=O)N(Cc2ccccc2)C3=O)cc(C(=O)O)c1 the results were JMJD2A Tudor 9%, RGS4 inh -34%, BAZ2B block inconclusive, PI4K2A block -8, HP1b chromo inh 26%, GLS inh -21%, 12-LOX inh -8% and ERG-DNA inh -3%.
`CC(C)(C)OC(=O)N1CCC(c2c(C(=O)N3CCCCC3)cnn2-c2ccc(F)cc2)CC1` gave JMJD2A Tudor -14%, RGS4 inh 3%, BAZ2B block 5%[57.1 µM], G9a inh -7%[59 µM], PI4K2A block 0, HP1b chromo inh 9%, GLS inh 0%, 12-LOX inh 3% and ERG-DNA inh 0%.
CN(Cc1ccccc1)CC(O)COc1ccc(CNCc2cccnc2)cc1 (stereo unspecified) was read as JMJD2A Tudor -16%, RGS4 inh 16%, BAZ2B block -30%, G9a inh inconclusive, PI4K2A block -15, HP1b chromo inh 8%, GLS inh 5%, 12-LOX inh -12% and ERG-DNA inh -4%.
Screening CCOc1ccc(Nc2cc(C(=O)NCc3ccccc3Cl)c3ccccc3n2)cc1 returned JMJD2A Tudor -13%, RGS4 inh 18%, G9a inh 5%[59 µM], PI4K2A block 3, HP1b chromo inh 15%, GLS inh 8%, 12-LOX inh -13% and ERG-DNA inh -6%.

Quoted at random: 2 records from the list.
For O=C(O)c1cc(NC(=O)c2ccc3c(c2)C(=O)N(Cc2ccccc2)C3=O)cc(C(=O)O)c1 the results were JMJD2A Tudor 9%, RGS4 inh -34%, BAZ2B block inconclusive, PI4K2A block -8, HP1b chromo inh 26%, GLS inh -21%, 12-LOX inh -8% and ERG-DNA inh -3%.
Screening CCOc1ccc(Nc2cc(C(=O)NCc3ccccc3Cl)c3ccccc3n2)cc1 returned JMJD2A Tudor -13%, RGS4 inh 18%, G9a inh 5%[59 µM], PI4K2A block 3, HP1b chromo inh 15%, GLS inh 8%, 12-LOX inh -13% and ERG-DNA inh -6%.

New compounds follow.
Screening CN(C(=O)CSc1nnnn1C)C1(C#N)CCCCC1 returned JMJD2A Tudor -1%, RGS4 inh 10%, BAZ2B block -1%, G9a inh -11%[12.7 µM], PI4K2A block 0, HP1b chromo inh 58%[activator], GLS inh 1%, 12-LOX inh 1% and ERG-DNA inh -4%.
`Cc1cc(C)cc(NC(=O)C(Cc2ccccc2)NS(=O)(=O)c2ccc3c(c2)CCC(=O)N3)c1` (stereo unspecified) gave JMJD2A Tudor -7%, RGS4 inh -7%, BAZ2B block -17%, G9a inh 3%[59 µM], PI4K2A block -4, HP1b chromo inh 36%, GLS inh 0%, 12-LOX inh -11% and ERG-DNA inh -10%.
`Cc1cccc(NC(=O)c2ccc3nc(C(C)C)oc3c2)c1C` gave JMJD2A Tudor -1%, RGS4 inh -9%, BAZ2B block 27%, G9a inh 6%[59 µM], PI4K2A block -3, HP1b chromo inh 45%[activator][57 µM], GLS inh -4%, 12-LOX inh -23% and ERG-DNA inh -3%.
For Cc1onc(-c2c(F)cccc2Cl)c1C(=O)Nc1ccc(OC(C)C)cc1 the results were JMJD2A Tudor -4%, RGS4 inh -12%, BAZ2B block 2%, G9a inh -18%[59 µM], PI4K2A block 2, HP1b chromo inh 24%, GLS inh 4%, 12-LOX inh 7% and ERG-DNA inh 6%.

Bioassay records: PubChem BioAssay, National Center for Advancing Translational Sciences (NCATS)
